Bioassay records as filed in PubChem.
HePTP inh: human HePTP phosphatase inhibition | inhibition, % at 20 µM | actives 0.64% (n = 110,000) | AID 521 | recombinant HePTP phosphatase activity, OD absorbance | P35236; in the data active = inhibition above about 50%;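 also: plate controls were vehicle for no effect and reference inhibitor for full effect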
Target sequence (P35236 whole entry, looked up): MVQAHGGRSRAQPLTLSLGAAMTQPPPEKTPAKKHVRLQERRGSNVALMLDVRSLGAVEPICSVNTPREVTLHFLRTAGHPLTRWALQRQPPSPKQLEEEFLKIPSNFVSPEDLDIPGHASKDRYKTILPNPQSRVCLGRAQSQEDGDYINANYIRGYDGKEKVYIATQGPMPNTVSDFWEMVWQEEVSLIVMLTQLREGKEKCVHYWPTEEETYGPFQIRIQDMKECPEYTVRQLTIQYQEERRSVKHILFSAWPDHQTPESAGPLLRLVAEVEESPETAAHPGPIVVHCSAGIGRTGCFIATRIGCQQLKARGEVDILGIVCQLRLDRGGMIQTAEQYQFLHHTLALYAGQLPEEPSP
BAP1 block: inhibitors of human BAP1 deubiquitinase; recombinant BAP1, Ub-AMC hydrolysis fluorescence kinetic; stronger effect = lower value; activity remaining (% of control), % at 20 µM; Q92560; actives 0.48% (n = 72,000);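 active = activity remaining at or below 50% of control, provided the compound also passes the data quality filters; inactive = the rest, including low values that fail the filters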;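 also: 100% = DMSO wells rate and 0% = substrate alone blank rate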
Target sequence (Q92560 whole entry, looked up): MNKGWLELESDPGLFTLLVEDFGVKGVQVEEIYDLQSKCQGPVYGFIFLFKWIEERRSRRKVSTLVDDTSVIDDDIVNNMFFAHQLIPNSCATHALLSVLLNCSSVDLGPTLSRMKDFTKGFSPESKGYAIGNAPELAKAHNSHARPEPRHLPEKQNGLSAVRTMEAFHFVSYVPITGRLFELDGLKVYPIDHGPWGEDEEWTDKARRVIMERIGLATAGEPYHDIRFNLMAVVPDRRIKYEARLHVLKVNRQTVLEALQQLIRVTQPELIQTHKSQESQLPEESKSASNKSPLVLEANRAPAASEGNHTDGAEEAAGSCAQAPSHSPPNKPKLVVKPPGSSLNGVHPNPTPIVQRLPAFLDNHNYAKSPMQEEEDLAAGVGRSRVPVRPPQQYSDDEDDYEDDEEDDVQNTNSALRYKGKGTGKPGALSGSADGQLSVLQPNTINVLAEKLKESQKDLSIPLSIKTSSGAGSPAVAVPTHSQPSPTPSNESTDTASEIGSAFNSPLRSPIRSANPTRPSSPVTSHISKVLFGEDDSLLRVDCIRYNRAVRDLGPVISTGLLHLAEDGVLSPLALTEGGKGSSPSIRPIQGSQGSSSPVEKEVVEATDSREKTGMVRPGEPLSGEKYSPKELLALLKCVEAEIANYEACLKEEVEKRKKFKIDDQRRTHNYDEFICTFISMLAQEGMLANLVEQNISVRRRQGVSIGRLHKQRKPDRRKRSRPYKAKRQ
The depositor's hits bear a star; · = no result given; & = joins results of further samples. Hits appear at their usual frequency; 0.7% or so of the library scored in one or more.

The opening three records as a preview:
[1] Cc1ccc(S(=O)(=O)Cn2nnnc2C(CC(C)C)N2CCN(C(=O)c3ccco3)CC2)cc1 (stereo not drawn)
[2] CCOC(=O)COc1ccc(/C=C2\C(=O)NC(=O)N(c3ccc(C)cc3)C2=O)cc1OC
[3] COc1ccc(C2=Cc3cc(OC)c(OC)cc3S(=O)(=O)O2)cc1OC
compound no.	1	2	3
HePTP inh	6.5	5.3	-6.5
BAP1 block	107.4	·	·

This part in full (from the top)
[1] Cc1ccc(S(=O)(=O)Cn2nnnc2C(CC(C)C)N2CCN(C(=O)c3ccco3)CC2)cc1 (stereo not drawn)
[2] CCOC(=O)COc1ccc(/C=C2\C(=O)NC(=O)N(c3ccc(C)cc3)C2=O)cc1OC
[3] COc1ccc(C2=Cc3cc(OC)c(OC)cc3S(=O)(=O)O2)cc1OC
[4] CCOc1cc(/C=N/N=C2\NC(=O)C(CC(=O)O)S2)ccc1O (stereo not drawn)
[5] Cc1nc(NC(=O)c2ccco2)sc1C(=O)Nc1ccc(Br)cc1
[6] O=C(CN1C(=O)/C(=C/c2cccc(Br)c2)SC1=S)Nc1cccc(C(=O)O)c1
[7] OC(COc1ccccc1)CN1CCCCCC1 (stereo not drawn)
[8] Cc1ccc(C(=O)Oc2cccc(C(=S)N3CCCCC3)c2)cc1
compound no.	1	2	3	4	5	6	7	8
HePTP inh	6.5	5.3	-6.5	-0.9	2.7	32.9	8.1	·
BAP1 block	107.4	·	·	·	228.9	·	·	113.2

[9] C#CCn1c(=NC(=O)CSCC(=O)N2CCOCC2)sc2ccccc21
[10] COc1ccc(CNC(=O)CN(c2ccc(C)cc2)S(=O)(=O)c2ccc(F)cc2)cc1
[11] O=S(=O)(NCc1ccc2c(c1)OCO2)c1ccc(Br)cc1Br
[12] CCNC(=O)CN(c1ccc(CC)cc1)S(C)(=O)=O
[13] CCc1ccc(C2NC(=O)c3c(sc4c3CCCC4)N2)cc1 (stereo not drawn)
[14] CCOC(=O)C1=C(C)NC2=C(C(=O)CCC2)C1c1cc(OC)ccc1OC (stereo not drawn)
[15] O=C1NC(=S)S/C1=C/c1ccc(OCc2ccc(F)cc2)c(Br)c1
[16] O=C(N/N=C\c1ccccc1C(F)(F)F)c1ccc(=O)[nH]n1
compound no.	9	10	11	12	13	14	15	16
HePTP inh	·	4.7	-6.5	0.8	-5.0	5.6	13.7	-3.6
BAP1 block	118.9	·	·	·	·	89.9	·	·

[17] CC(C)c1nnc(NC(=O)c2cccs2)s1
[18] Cc1ccc(OCC(=O)Nc2cccc(-c3nnc(-c4ccccc4)o3)c2)cc1
[19] Cc1noc(C)c1COC(=O)C1COc2ccccc2O1 (stereo not drawn)
[20] CCOC(=O)c1ccc(NC(=O)c2ccc(NS(C)(=O)=O)cc2)cc1
[21] Cc1cccc(/C(N)=N/OC(=O)c2ccc(C)c([N+](=O)[O-])c2)c1
[22] CCOC(=O)N1CCN(c2ncnc3c2[nH]c2ccc(OC)cc23)CC1
[23] CC(/C=C/c1cccc(Oc2ccc(F)cc2)c1)N(O)C(N)=O (stereo not drawn)
[24] CC1CCCCC1NC(=O)CSc1nnc(-c2ccccc2)n1N (stereo not drawn)
compound no.	17	18	19	20	21	22	23	24
HePTP inh	1.9	-7.0	1.2	2.8	2.3	5.8	·	-10.4
BAP1 block	87.9	·	98.1	96.0	·	157.6	99.7	·

3 entries from above, arranged by their value in HePTP inh, falling.
item	Structure	HePTP inh	BAP1 block
17	CC(C)c1nnc(NC(=O)c2cccs2)s1	1.9	87.9
19	Cc1noc(C)c1COC(=O)C1COc2ccccc2O1 (stereo not drawn)	1.2	98.1
18	Cc1ccc(OCC(=O)Nc2cccc(-c3nnc(-c4ccccc4)o3)c2)cc1	-7.0	·

(continued)
[25] O=C1CSC2(C(=O)Nc3ccccc32)N1c1ccc(Cl)c(Cl)c1 (stereo not drawn)
[26] CN1c2ccccc2Oc2nnc(Cl)cc21
[27] CC(=O)Oc1ccc(C(=O)N2c3ccccc3Sc3ccccc32)cc1
[28] CCCCNC(=O)Cn1cnc2sc(C(=O)OCC)c(C)c2c1=O
[29] COC(=O)c1cc(-c2ccc3c(c2)OCO3)nc2ccccc12
[30] CN(C)CCOC(=O)c1sc2ccccc2c1Cl
[31] Cc1cc(OCC(=O)Nc2cccc(Cl)c2)cc(C)c1Cl
[32] O=C(Nc1ccc(N2CCOCC2)cc1)c1ccc(S(=O)(=O)N2CCCCC2)cc1
compound no.	25	26	27	28	29	30	31	32
HePTP inh	-18.6	·	-16.3	-5.8	-1.7	·	1.3	3.9
BAP1 block	·	92.4	·	96.6	81.6	294.8	·	87.8

[33] CCc1noc(C)c1C(=O)NCCc1ccc(OC)c(OC)c1
[34] N#Cc1cc2c(nc1SCc1cccnc1)CCCCC2
[35] O=C1/C(=C\c2ccc(-c3ccc([N+](=O)[O-])cc3)o2)SC(=S)N1c1ccc(O)cc1
[36] O=C1C2C3C=CC(C3)C2C(=O)N1c1ncn[nH]1 (stereo not drawn)
[37] OC(c1ccccc1)C1CN(Cc2ccccc2)CCC1(O)c1ccccc1 (stereo not drawn)
[38] O=C1C2C(c3ccc([N+](=O)[O-])cc3)OC3(C(=O)c4ccccc4C3=O)C2C(=O)N1c1ccc(Cl)cc1 (stereo not drawn)
[39] O=C(COc1ccc(Cl)cc1Cl)N1CCCCCC1
[40] O=C1C2C3c4ccccc4C(c4ccccc43)C2C(=O)N1CN1CCOCC1 (stereo not drawn)
compound no.	33	34	35	36	37	38	39	40
HePTP inh	2.5	2.3	-5.9	5.1	5.0	4.1	6.0	9.0
BAP1 block	109.5	72.7	·	98.4	87.8	·	92.9	115.1

[41] CN(C)c1cc[n+](CC(=O)c2ccc(Br)cc2)cc1
[42] Cc1ccc(CNC(=O)C(=O)NCC(C)C)cc1
[43] Cc1cc(C(=O)CSc2nc3ccccc3c(=O)n2C)c(C)n1Cc1ccc2c(c1)OCO2
[44] CC(=O)NS(=O)(=O)c1ccc(NC(=O)CCC2CCCC2)cc1
[45] Cc1ccc(CCNC(=O)CN2C(=O)COc3ccccc32)cc1
[46] O=C(c1cccnc1NCc1ccccc1)N1CCOCC1
[47] Cc1nc(N2CCCCC2)c2sc(=S)n(C)c2n1
[48] O=C(C1CCCN(S(=O)(=O)c2cnc[nH]2)C1)N1CCN(c2ccc(Cl)cc2)CC1 (stereo not drawn)
compound no.	41	42	43	44	45	46	47	48
HePTP inh	·	7.3	-0.2	-6.6&6.7	1.0	-4.2	8.3	3.5
BAP1 block	188.5	·	·	82.8	83.7	97.1	98.2	94.9

[49] COc1cccc(N2CCN(C(=O)C3C4C=CC5(CN(Cc6ccccc6Cl)C(=O)C35)O4)CC2)c1 (stereo not drawn)
[50] CSc1cccc(NCc2ccc([N+](=O)[O-])cc2)c1
[51] O=C(CN(c1cccc(Cl)c1)S(=O)(=O)c1ccccc1)Nc1ccc2ccccc2c1
[52] Cc1cc(Cl)cc(Cl)c1OCC(=O)NCc1ccco1
[53] CCOc1ccc(N(CC(=O)N2CCCC2)S(=O)(=O)c2c(C)noc2C)cc1
[54] Cc1nc2c(-c3ccc(F)cc3)c(C)nn2c(N2CCOCC2)c1C
[55] COc1ccc(N2C(=O)C=CC2=O)c([N+](=O)[O-])c1
[56] CC(=O)c1c(O)c(C(C)(C)C)cc(C(C)(C)C)c1O
compound no.	49	50	51	52	53	54	55	56
HePTP inh	-2.1	2.8	-2.6	9.4	-5.7	4.3	-6.9	7.9
BAP1 block	99.1	·	·	83.6	99.5	97.3	·	·

[57] COc1cccc(OCCOc2ccccc2)c1
[58] CC(C)OC(=O)C1C(=O)CC(C)(O)C(C(=O)OC(C)C)C1c1cccnc1 (stereo not drawn)
[59] CCCN(Cc1cc2cc(OC)ccc2[nH]c1=O)C(=O)c1ccncc1
[60] CCc1cccc(NC(=O)Cc2ccccc2)c1
[61] COc1ccccc1N1C(=O)CC(Nc2ccc(C)cc2)C1=O (stereo not drawn)
[62] Cc1nnc(SCC(=O)Nc2cccc(C(F)(F)F)c2)n1Cc1ccco1
[63] CC1C(C(=O)N(C=O)NC(=O)c2ccc(Cl)cc2)C2C=CC1C21CC1 (stereo not drawn)
[64] CSc1ccc(/C=N/NC(=O)COc2cccc(C)c2)cc1
compound no.	57	58	59	60	61	62	63	64
HePTP inh	7.6	4.1&4.9	6.7	101.6*	-16.9	3.0	3.6	7.5
BAP1 block	·	93.4	·	·	·	105.4	·	·

[65] c1cc2c(cc1-c1cnc3n1CCC3)OCCO2
[66] O=C(NCc1cccs1)c1cc2nc(-c3ccc([N+](=O)[O-])cc3)cc(C(F)(F)F)n2n1
[67] O=C1CC(N2CCN(c3ccc([N+](=O)[O-])cc3)CC2)C(=O)N1c1ccc(Br)cc1 (stereo not drawn)
[68] CCOC(=O)CCC(=O)Nc1cc(-c2ccc(F)cc2)[nH]n1
[69] Cc1cccnc1NC(=O)Nc1cccc(C(F)(F)F)c1
[70] O=C(COc1ccc(Cl)cc1)Nc1ccccc1N1CCOCC1
[71] CC(=O)CC(=O)NC(C)c1ccccc1 (stereo not drawn)
[72] COc1ccc(N2C(=O)C3CCCN3C2c2ccccc2F)cc1 (stereo not drawn)
compound no.	65	66	67	68	69	70	71	72
HePTP inh	2.6	11.4	-8.8	-8.1	1.1	9.6	1.8	7.4
BAP1 block	105.5	·	·	·	68.9	91.8	·	96.0

[73] Cc1cc2ncn(CC(O)COc3cccc(Cl)c3)c2cc1C (stereo not drawn)
[74] CCCCOC(=O)Nc1ccc(N2CCOCC2)cc1
[75] COc1cc(NC(=O)CCN2CCN(Cc3ccccc3)CC2)cc(OC)c1
[76] CCOc1ccc2nc(CCC(=O)O)[nH]c2c1
[77] COc1ccc(C2C(C(C)=O)=C(O)C(=O)N2Cc2ccccc2)cc1OC (stereo not drawn)
[78] CN(C)c1ccc(NC(=O)c2ccncc2)c2ccccc12
[79] CCCC(=O)Nc1ccc(C(=O)N2CCCC2)cc1
[80] COc1ccc([N+](=O)[O-])cc1-c1ccc(C(=O)O)o1
compound no.	73	74	75	76	77	78	79	80
HePTP inh	-11.6	-1.4	3.3	-8.9	·	-0.6	5.3	-1.9
BAP1 block	·	96.6	·	·	97.7	90.4	55.4	·

[81] Cc1ccc(S(=O)(=O)/N=C(/Nc2ccc([N+](=O)[O-])cc2)c2ccccc2)cc1
[82] COC(=O)c1sccc1NC(=O)c1ccc(Cl)cc1Cl
[83] N#CCSc1nc2sc3c(c2c(=O)n1C1CCCCC1)CCCC3
[84] O=C(O)c1cccc(NC(=O)C2C3C=CC(C3)C2C(=O)OCC(F)(F)C(F)F)c1 (stereo not drawn)
[85] Cc1nnc(N2CCc3ccccc3C2)[nH]c1=O
[86] O=C(c1ccco1)N1CCN(S(=O)(=O)c2cccc(C(F)(F)F)c2)CC1
[87] N[n+]1cnn(CC(=O)c2ccccc2Br)c1
[88] O=P(Cc1cccc[n+]1[O-])(c1ccccc1)c1ccccc1
compound no.	81	82	83	84	85	86	87	88
HePTP inh	9.0	-3.0	8.1	9.6	3.6	8.9	-20.2	10.6
BAP1 block	·	·	·	110.0	80.4	83.9	·	·

[89] CCC(C)n1[nH]c(=O)cc1N (stereo not drawn)
[90] Cc1ccc(SCCc2nnc(N)s2)cc1
[91] CN(C)S(=O)(=O)c1cc(C(=O)NCCCn2ccc3ccccc32)ccc1Cl
[92] COc1cc2c(cc1OC)C(NNC(N)=O)=NC(C)(C)C2
[93] Cc1ccc(C)c(C(=O)c2c(C)nc3sccn23)c1
[94] O=C(Cc1ccc(F)cc1)N(c1ccc(F)cc1)C1C=CS(=O)(=O)C1 (stereo not drawn)
[95] N#Cc1c(N)nc2c(c1-c1cccc(O)c1)CCCCCC2
[96] Cc1ccc2nsnc2c1S(=O)(=O)N(Cc1cc2cccc(C)c2[nH]c1=O)CC1CCCO1 (stereo not drawn)
compound no.	89	90	91	92	93	94	95	96
HePTP inh	8.6	-5.3	0.6	-9.1	-1.7	6.7	3.1	13.1
BAP1 block	128.6	·	90.0	·	108.1	94.0	71.4	107.8

Structures above that have a COOH group (five):
[4] CCOc1cc(/C=N/N=C2\NC(=O)C(CC(=O)O)S2)ccc1O (stereo not drawn)
[6] O=C(CN1C(=O)/C(=C/c2cccc(Br)c2)SC1=S)Nc1cccc(C(=O)O)c1
[76] CCOc1ccc2nc(CCC(=O)O)[nH]c2c1
[80] COc1ccc([N+](=O)[O-])cc1-c1ccc(C(=O)O)o1
[84] O=C(O)c1cccc(NC(=O)C2C3C=CC(C3)C2C(=O)OCC(F)(F)C(F)F)c1 (stereo not drawn)
compound no.	4	6	76	80	84
HePTP inh	-0.9	32.9	-8.9	-1.9	9.6
BAP1 block	·	·	·	·	110.0

The list goes on:
[97] NC(=O)c1cc2ccccc2oc1=NCc1ccccc1
[98] NC(=O)c1cccc(N=Cc2ccc(C=Nc3cccc(C(N)=O)c3)cc2)c1
[99] COC(=O)c1cc(OC)c(OC)cc1NC(=O)CN1CCCCC1
[100] CN(C)CCOC(=O)CN1C(=O)S/C(=C/c2ccc(Br)cc2)C1=O
[101] COc1ccc(Cl)cc1NC(=O)CSc1nncn1-c1cccnc1
[102] Cc1ccc2oc3c(c(=O)c2c1)C(c1ccc(F)cc1)N(CCCN1CCOCC1)C3=O (stereo not drawn)
[103] Cn1nnc(NC(=O)CSc2ncn[nH]2)n1
[104] Cc1ccc2nc(SCC(=O)NCC3CCCO3)c(C#N)cc2c1 (stereo not drawn)
compound no.	97	98	99	100	101	102	103	104
HePTP inh	·	2.3	6.9	6.9	14.2	3.9	2.9	6.1
BAP1 block	329.1	·	104.4	·	93.1	101.9	100.5	90.6
